Screening data as filed in PubChem.
TrxR1 inh: qHTS Assay for Inhibitors of Mammalian Selenoprotein Thioredoxin Reductase 1 (TrxR1): qHTS. recombinant rTrxR1, NADPH fluorescence consumption, selenite substrate. Thioredoxin reductase 1, cytoplasmic (Rattus norvegicus), O89049. 390,000 tested, 1% active. Potency, µM (series often up to 114 µM), inactives show top-dose activity change, negative = inhibition, actives largely listed as inhibitors; also: potency is read from the fitted curve at half-maximal effect; % is scaled to controls: 0 for no effect and ±100 for the full control effect; nearly all actives have a fitted effect of over 65% in size
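Rat TrxR1 (90 nM in the dispensed reagent) was pre-reduced with 400 uM NADPH for 5 min at room temperature, then incubated with compound for 15 min. After 400 uM selenite was added, NADPH fluorescence (Ex 340/Em 450 nm) was followed for 8 min.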
USP1-UAF1 inh: Inhibitors of USP1/UAF1: Primary Screen. Ubiquitin carboxyl-terminal hydrolase 1 (Homo sapiens), O94782. 390,000 tested, 0.23% active. Potency, µM (top dose mostly 57.1 µM), inactives show top-dose activity change, negative = inhibition, usual class: inhibitors. recombinant USP1/UAF1, Ub-Rhodamine cleavage fluorescence; also: potency is read from the fitted curve at half-maximal effect; % is scaled to controls: 0 for no effect and ±100 for the full control effect; nearly all actives have a fitted effect of over 60% in size; inactives centre near -12
Target sequence (O94782 whole entry, looked up): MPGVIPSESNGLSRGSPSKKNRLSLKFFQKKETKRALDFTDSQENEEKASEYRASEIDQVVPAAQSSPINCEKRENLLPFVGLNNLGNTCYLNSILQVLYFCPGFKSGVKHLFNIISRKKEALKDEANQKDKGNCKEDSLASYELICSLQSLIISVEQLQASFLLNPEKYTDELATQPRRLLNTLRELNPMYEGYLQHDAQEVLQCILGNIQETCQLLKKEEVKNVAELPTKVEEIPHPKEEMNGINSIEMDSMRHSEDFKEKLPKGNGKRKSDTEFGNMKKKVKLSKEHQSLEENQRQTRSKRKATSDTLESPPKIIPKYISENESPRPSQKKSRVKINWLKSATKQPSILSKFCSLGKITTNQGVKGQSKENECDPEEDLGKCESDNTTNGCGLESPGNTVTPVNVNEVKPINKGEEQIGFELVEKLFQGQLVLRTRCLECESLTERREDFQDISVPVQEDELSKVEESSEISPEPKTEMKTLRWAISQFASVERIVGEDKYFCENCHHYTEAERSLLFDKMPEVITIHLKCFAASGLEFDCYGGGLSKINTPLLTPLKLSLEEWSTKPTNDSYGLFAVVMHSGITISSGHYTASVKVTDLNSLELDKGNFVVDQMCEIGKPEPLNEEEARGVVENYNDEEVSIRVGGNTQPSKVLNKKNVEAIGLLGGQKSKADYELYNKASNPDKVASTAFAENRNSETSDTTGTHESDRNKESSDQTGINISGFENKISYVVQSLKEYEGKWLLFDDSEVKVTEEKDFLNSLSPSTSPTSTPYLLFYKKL
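1 nM enzyme complex + cpd, 15 min RT; start with Ub-Rho 150nM final; kinetic fluorescence ex 480/em 540, 6 reads q60 s. Buffer 50mM HEPES pH 7.8, 0.5mM EDTA, 0.1 mg/ml BSA, 1mM TCEP, 0.01% Tween-20.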
D2 antag: HTS Assay for Allosteric Antagonists of the Human D2 Dopamine Receptor: Primary Screen for Antagonists; 340,000 tested, 2% active; inhibition, % at 10 µM; HEK293 TREx D2 cells, calcium flux, dopamine EC80; D(2) dopamine receptor (Homo sapiens), P14416; in the data active = inhibition above about 30%; also: 0% is about no effect
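Measurement of antagonist activity uses fluorescent calcium dye in inducible HEK293 T-REx D2 cells: 10 s baseline, compound addition with 180 s read, EC80 dopamine addition with a further 180 s read.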
TRHR ag: qHTS for Small Molecule Agonists and Allosteric Enhancers of Human TRH Receptor: Primary Screen for Agonists; TRHR cells, calcium flux fluo-8, FDSS agonist mode; activation, % at 2 µM; 360,000 tested, 0.18% active; AID 493084, 2011; in the data active = activation above about 30%; also: 0% is about no effect
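Read-out: compound-evoked intracellular calcium rise in TRHR cells, fluo-8 dye, kinetic FDSS fluorescence at 1 s/cycle following a 10-cycle baseline. Cells cultured overnight before dye loading (30 min–1.5 h, RT).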
TrxR1 substrate: qHTS Assay for Substrates of Mammalian Selenoprotein Thioredoxin Reductase 1 (TrxR1): qHTS; purified TrxR1 substrate turnover, NADPH consumption readout; Potency, µM (highest dose often 114 µM), for inactives: at the highest dose activity change, negative = substrate turnover; 390,000 tested, 0.01% active; AID 588456, 2011; also: potency is read from the fitted curve at half-maximal effect; % is scaled to controls: 0 for no effect and ±100 for the full control effect; nearly all actives have a fitted effect of over 50% in size
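Rat TrxR1, dispensed at 90 nM, was prereduced with 400 uM NADPH (final) for 5 min at ~22 deg C, then incubated with compound 15 min before 400 uM selenite. A first-read NADPH fluorescence drop versus no-compound background flagged substrates.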
Pin1 inhibitor: qHTS Assay to Find Inhibitors of Pin1. Peptidyl-prolyl cis-trans isomerase NIMA-interacting 1 (Homo sapiens), Q13526. Pin1 FP peptide displacement, HiFluor488, 10 min. Potency, µM (series often up to 115 µM), inactives show top-dose activity, negative = inhibition, usual class: inhibitors. 390,000 tested, 0.009% active; active = well fitted inhibition curve with a large enough effect in the polarisation, with a control signal flat, not every such curve was filed as active; inconclusive = small, poorly fitted or top-dose-only effect, or effect the other way, or a change in a side signal; inactive = no such curve, though single readings can be large or run the other way; the % refers to the polarisation; also: potency is read from the fitted curve at half-maximal effect; % is scaled to controls: 0 for no effect and ±100 for the full control effect
Target sequence (Q13526 whole entry, looked up): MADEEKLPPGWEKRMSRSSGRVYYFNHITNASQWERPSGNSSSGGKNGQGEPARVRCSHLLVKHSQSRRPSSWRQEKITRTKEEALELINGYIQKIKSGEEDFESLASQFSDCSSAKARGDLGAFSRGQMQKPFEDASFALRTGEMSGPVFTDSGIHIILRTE
D2 agonist: HTS Assay for Allosteric Agonists of the Human D2 Dopamine Receptor: Primary Screen for Agonists | HEK293 T-REx D2 cells, calcium flux agonist mode | activation, % at 2 µM | 340,000 tested, 0.53% active;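 active = activation over 3 SD above normal in the single-dose calcium agonist read, cut at about 30% in these data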; also: 0% is about no effect
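Agonism scored from kinetic calcium signal (1 read/sec, 180 s) following compound pin transfer, after a 10 s baseline. Cells: HEK293 Trex line expressing inducible D2 receptor coupled to calcium, dye-loaded after overnight culture at 30 C.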
IDH1 R132H inh: qHTS for Inhibitors of mutant isocitrate dehydrogenase 1 (IDH1): qHTS; Isocitrate dehydrogenase [NADP] cytoplasmic (Homo sapiens), O75874; IDH1-R132H enzyme, NADPH consumption, diaphorase/resazurin fluorescence; Potency, µM (highest dose often 76.6 µM), for inactives: at the top dose activity change, negative = inhibition, hits mostly inhibitors; 390,000 tested, 0.093% active; also: potency is read from the fitted curve at half-maximal effect; % is scaled to controls: 0 for no effect and ±100 for the full control effect; nearly all actives have a fitted effect of over 65% in size
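IDH1-R132H (0.5 ug/mL) preincubated 30 min with compound, then NADPH (0.016 mM) and alpha-KG (2 mM) added; 80 min at RT, pH 7.5. Remaining NADPH coupled via diaphorase/resazurin to fluorescence (540/590 nm); concentration-response curves normalized to no-enzyme control.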
TRHR enhancer: qHTS for Small Molecule Agonists and Allosteric Enhancers of Human TRH Receptor: Primary Screen for Enhancers. enhancement, % at 2 µM. 360,000 tested, 0.66% active. TRHR cells, fluo-8 calcium fluorescence, EC20 TRH enhancement. Thyrotropin-releasing hormone receptor (Homo sapiens), P34981; in the data active = enhancement above about 30%; also: 0% is about no effect
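Enhancer read-out: after compound pinning and an initial kinetic agonist-mode read, an EC20 of TRH (10 nM final) was injected and fluo-8 calcium signal (Ex 480/Em 530) followed at 1 s/cycle for 100 cycles in TRHR-expressing cells.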
* hit, by the source's call; & = joins results of further samples; [ ] = remark or other dose. Unless noted, calls follow the shape of the dose curve; as a rule, active = well fitted inhibition curve with a large enough effect; inconclusive = small, poorly fitted or top-dose-only effect; inactive = no such curve, though single readings can be large or run the other way. These rows are one share of the data; rates above refer to the full screens.

COc1ccc(NC(=O)C2CC(c3c(F)cccc3Cl)=NO2)cc1 (centres undefined) was read as TrxR1 inh 37%, USP1-UAF1 inh -14%, D2 antag 10, TRHR ag 0.0, TrxR1 substrate 2%, Pin1 inhibitor 0%, D2 agonist 0.6, IDH1 R132H inh -13% and TRHR enhancer -2.
For CCN(CCCNC(=O)c1cc2c(=O)n(CC)c3ccccc3c2s1)Cc1ccccc1 the results were TrxR1 inh 27%, USP1-UAF1 inh 28µM*, TRHR ag 0.0, TrxR1 substrate 46%[activator], Pin1 inhibitor -8%, D2 agonist -0.2, IDH1 R132H inh 16% and TRHR enhancer 6.
CN(Cc1ccc2c(c1)OCO2)C(=O)c1cc(-c2ccccc2)c(N2CCOCC2)s1 was read as TrxR1 inh 15%, USP1-UAF1 inh -4%, D2 antag -5, TRHR ag -0.4, TrxR1 substrate -5%, Pin1 inhibitor -2%, D2 agonist 0.1, IDH1 R132H inh -13% and TRHR enhancer -10.
`Cc1ccc2c(Cl)cc(Cl)c(OCC(=O)NC(=O)NCc3ccco3)c2n1` gave TrxR1 inh inconclusive, USP1-UAF1 inh -16%, D2 antag -17, TRHR ag 1.3, TrxR1 substrate -3%, Pin1 inhibitor 11%, D2 agonist 1.3, IDH1 R132H inh 2% and TRHR enhancer -6.
`COc1ccc(C2CC(C)=NN2C=O)cc1OC` (centres undefined) gave TrxR1 inh -18%, USP1-UAF1 inh -3%, D2 antag 3, TRHR ag 2.1, TrxR1 substrate -12%, Pin1 inhibitor -3%, D2 agonist 1.0, IDH1 R132H inh 2% and TRHR enhancer 2.
`COC(=O)COc1ccc(S(=O)(=O)NCc2ccc3c(c2)OCO3)cc1C` gave TrxR1 inh 10%, USP1-UAF1 inh -14%, D2 antag -6, TRHR ag -0.2, TrxR1 substrate -3%, Pin1 inhibitor -5%, D2 agonist 0.3, IDH1 R132H inh -4% and TRHR enhancer 3.
O=c1[nH]c(SCc2ccccc2)nc2c1CCCC2 was read as TrxR1 inh 8%, USP1-UAF1 inh 6%, TRHR ag -0.4, TrxR1 substrate 0%, Pin1 inhibitor 1%, D2 agonist -1.6 and TRHR enhancer -4.
Screening CCN(CC)S(=O)(=O)c1nnc(NC(=O)COc2ccc(Cl)cc2)s1 returned TrxR1 inh 1%, USP1-UAF1 inh -24%, TRHR ag 0.1, TrxR1 substrate 5%[11.4 µM], Pin1 inhibitor 0%, D2 agonist -0.5, IDH1 R132H inh -12% and TRHR enhancer -1.
`Cn1cc(C(=O)N2CCN(c3ccccc3)CC2)c(=O)c2cc(S(=O)(=O)N3CCOCC3)ccc21` gave TrxR1 inh 3%, USP1-UAF1 inh -15%, D2 antag -12, TRHR ag 0.9, TrxR1 substrate -9%, Pin1 inhibitor -6%, D2 agonist 2.3, IDH1 R132H inh -6% and TRHR enhancer 2.
For CCCCNc1nc2ccccc2nc1Cl the results were TrxR1 inh 6%[57.1 µM], USP1-UAF1 inh -14%, D2 antag -3, TRHR ag -1.0, TrxR1 substrate 7%[57.1 µM], Pin1 inhibitor -6%, D2 agonist -1.2, IDH1 R132H inh 3% and TRHR enhancer 1.
For O=C(CCNS(=O)(=O)c1ccc2c(c1)CCN2C(=O)C1CC1)N1CCN(c2ccccc2F)CC1 the results were TrxR1 inh 7%[57.1 µM], USP1-UAF1 inh -22%, TRHR ag -0.2, TrxR1 substrate -3%[57.1 µM], Pin1 inhibitor 0%, IDH1 R132H inh -10% and TRHR enhancer 0.
Screening CCN(CC)CCCNC(=O)c1ccc2c3n(nc2c1)-c1ccc(Cl)cc1CO3 returned TrxR1 inh 24%[57.1 µM], USP1-UAF1 inh -20%, D2 antag -4, TRHR ag -0.2, TrxR1 substrate 13%[57.1 µM], Pin1 inhibitor -3%, D2 agonist -0.1, IDH1 R132H inh 12% and TRHR enhancer -1.
Screening O=C(Nc1ccc(F)c(Cl)c1)Nc1cnccn1 returned TrxR1 inh 12%, USP1-UAF1 inh -8%, D2 antag 0, TRHR ag 1.2, TrxR1 substrate -1%, Pin1 inhibitor -2%, D2 agonist 1.2, IDH1 R132H inh -2% and TRHR enhancer -1.
`CN(C)C(CNC(=O)CCc1nc2cc(Cl)ccc2n(Cc2ccccc2)c1=O)c1ccccc1` (centres undefined) gave TrxR1 inh 10%, USP1-UAF1 inh -25%, D2 antag 2, TRHR ag 0.6, TrxR1 substrate 4%, Pin1 inhibitor 33%[activator], D2 agonist -0.3, IDH1 R132H inh 2% and TRHR enhancer -12.
For CCC(C)[C@H]1CN=C(N)N1CCc1cccc2ccccc12 (some centres undefined) the results were TrxR1 inh 19%, USP1-UAF1 inh 0%, TrxR1 substrate -1%, Pin1 inhibitor 1% and IDH1 R132H inh 1%.
For C=CCC[C@@H](Cc1ccc(F)cc1)C(=O)OC[C@@H](C)NC(=O)[C@H](CC=C)CC(=O)N(CCO)Cc1ccccc1 the results were TrxR1 inh 3%, USP1-UAF1 inh inconclusive, TrxR1 substrate -1%, Pin1 inhibitor -3% and IDH1 R132H inh 9%.
Screening NC1=NC(c2ccc([N+](=O)[O-])cc2)N(c2ccc(F)cc2)C(N)=N1 (centres undefined) returned TrxR1 inh 30%, USP1-UAF1 inh -12%, TrxR1 substrate 7%, Pin1 inhibitor -3% and IDH1 R132H inh -1%.
COc1ccc(-c2c(C#Cc3ccccc3)c3ccccc3n2C)cc1 was read as TrxR1 inh inconclusive, USP1-UAF1 inh -30%, D2 antag 9, TRHR ag 0.0, TrxR1 substrate 23%[57.1 µM], Pin1 inhibitor 4%, D2 agonist 0.2, IDH1 R132H inh -5% and TRHR enhancer -4.
Screening Cc1cc(C)n(CCC(=O)N=Nc2c(O)[nH]c3ccccc23)n1 returned TrxR1 inh -13%, USP1-UAF1 inh -23%, D2 antag 3, TRHR ag 0.4, TrxR1 substrate -9%, Pin1 inhibitor 3%, D2 agonist -0.3, IDH1 R132H inh 0% and TRHR enhancer -1.
For Cc1cc(=O)[nH]c2c(C)cc(S(=O)(=O)N3CCCCC3)cc12 the results were TrxR1 inh 23%, USP1-UAF1 inh -11%, D2 antag -4, TRHR ag 1.4, TrxR1 substrate 0%, Pin1 inhibitor -4%, D2 agonist 0.5, IDH1 R132H inh -13% and TRHR enhancer 17.

Continued (two carried over from the part before).
Screening Cc1cc(C)n(CCC(=O)N=Nc2c(O)[nH]c3ccccc23)n1 returned TrxR1 inh -13%, USP1-UAF1 inh -23%, D2 antag 3, TRHR ag 0.4, TrxR1 substrate -9%, Pin1 inhibitor 3%, D2 agonist -0.3, IDH1 R132H inh 0% and TRHR enhancer -1.
For Cc1cc(=O)[nH]c2c(C)cc(S(=O)(=O)N3CCCCC3)cc12 the results were TrxR1 inh 23%, USP1-UAF1 inh -11%, D2 antag -4, TRHR ag 1.4, TrxR1 substrate 0%, Pin1 inhibitor -4%, D2 agonist 0.5, IDH1 R132H inh -13% and TRHR enhancer 17.
For COc1ccc(N(C(=O)c2ccccc2)S(=O)(=O)c2ccc3c(c2)n(C)c(=O)n3C)cc1 the results were TrxR1 inh 18%, USP1-UAF1 inh -15%, TRHR ag -0.1, TrxR1 substrate -5%, Pin1 inhibitor -2%, D2 agonist -0.3, IDH1 R132H inh 10% and TRHR enhancer 3.
For COc1ccccc1-c1sc2cc3c(cc2c1C#CCO)OCO3 the results were TrxR1 inh 10%, USP1-UAF1 inh -32%, D2 antag 15, TRHR ag -0.4, TrxR1 substrate 20%, Pin1 inhibitor -4%, D2 agonist 0.1, IDH1 R132H inh 0% and TRHR enhancer 10.
For Cc1ccc(CNC(=O)c2ccc(CS(=O)(=O)c3ccccc3C)o2)cc1 the results were TrxR1 inh 16%&2%, USP1-UAF1 inh -12%&-8%, D2 antag 1, TRHR ag -0.5&-0.1, TrxR1 substrate 0%&-1%, Pin1 inhibitor 0%&4%, D2 agonist -0.6&0.3, IDH1 R132H inh 0%&0% and TRHR enhancer 0&0.
Screening CCN(CC)S(=O)(=O)c1ccc(N/N=C(\C)c2ccc3c(c2)OCO3)c([N+](=O)[O-])c1 returned TrxR1 inh 33%[activator][57.1 µM], USP1-UAF1 inh -2%, D2 antag -5, TRHR ag -1.0, TrxR1 substrate 5%[57.1 µM], Pin1 inhibitor -5%, D2 agonist -0.8, IDH1 R132H inh 11% and TRHR enhancer -2.
For O=C(NC1CC2CCCC(C1)N2C(=O)N1CCCCC1)C1CCCCC1 (centres undefined) the results were TrxR1 inh 12%, USP1-UAF1 inh -20%, D2 antag -18, TRHR ag -0.2, TrxR1 substrate 3%, Pin1 inhibitor -10%, D2 agonist 0.0, IDH1 R132H inh 0% and TRHR enhancer 3.
COC(=O)[C@H](CCSC)NC(=O)N1CCN(c2cccc(C(F)(F)F)c2)CC1 was read as TrxR1 inh -72%[57.1 µM], USP1-UAF1 inh -4%, D2 antag 2, TRHR ag 0.8, TrxR1 substrate 11%[57.1 µM], Pin1 inhibitor 1%, D2 agonist 0.6, IDH1 R132H inh 3% and TRHR enhancer -4.
